Bioassay records as filed in PubChem.
CCT chaperon mod = modulators of cytosolic chaperonin (CCT/TRiC) activity; 0.3% of 360,000 active; activity change, % (no concentration beside the values), hits read low; purified chaperonin ATPase assay, HTRF ADP detection, 30 min; AID 651819; in the data active = activity change below about -30%; note: % is set by controls: 0 for no effect and ±100 for the full control effect
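Enzyme 40 or 20 nM (batch-dependent) in Tris pH 7.4/KCl/MgCl2/DTT; cpd 76 uM single point; ATP 10 uM; 30 min 37 °C; Transcreener ADP HTRF detection, 30 min RT; ratio 665/615.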
EPAC1 antagonist = EPAC1 (human) antagonism. EPAC1 GEF assay, Rap1b-BODIPY-GDP exchange fluorescence. Potency, µM (highest dose often 115 µM), for inactives: at the top dose activity change, negative = inhibition, most hits filed as inhibitors. 0.14% of 360,000 active;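 note: potency is the fitted concentration of half-maximal effect; plate controls were vehicle for no effect and positive control for full effect; nearly all actives have a fitted effect of over 50% in size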
Target sequence (O95398 whole entry, looked up): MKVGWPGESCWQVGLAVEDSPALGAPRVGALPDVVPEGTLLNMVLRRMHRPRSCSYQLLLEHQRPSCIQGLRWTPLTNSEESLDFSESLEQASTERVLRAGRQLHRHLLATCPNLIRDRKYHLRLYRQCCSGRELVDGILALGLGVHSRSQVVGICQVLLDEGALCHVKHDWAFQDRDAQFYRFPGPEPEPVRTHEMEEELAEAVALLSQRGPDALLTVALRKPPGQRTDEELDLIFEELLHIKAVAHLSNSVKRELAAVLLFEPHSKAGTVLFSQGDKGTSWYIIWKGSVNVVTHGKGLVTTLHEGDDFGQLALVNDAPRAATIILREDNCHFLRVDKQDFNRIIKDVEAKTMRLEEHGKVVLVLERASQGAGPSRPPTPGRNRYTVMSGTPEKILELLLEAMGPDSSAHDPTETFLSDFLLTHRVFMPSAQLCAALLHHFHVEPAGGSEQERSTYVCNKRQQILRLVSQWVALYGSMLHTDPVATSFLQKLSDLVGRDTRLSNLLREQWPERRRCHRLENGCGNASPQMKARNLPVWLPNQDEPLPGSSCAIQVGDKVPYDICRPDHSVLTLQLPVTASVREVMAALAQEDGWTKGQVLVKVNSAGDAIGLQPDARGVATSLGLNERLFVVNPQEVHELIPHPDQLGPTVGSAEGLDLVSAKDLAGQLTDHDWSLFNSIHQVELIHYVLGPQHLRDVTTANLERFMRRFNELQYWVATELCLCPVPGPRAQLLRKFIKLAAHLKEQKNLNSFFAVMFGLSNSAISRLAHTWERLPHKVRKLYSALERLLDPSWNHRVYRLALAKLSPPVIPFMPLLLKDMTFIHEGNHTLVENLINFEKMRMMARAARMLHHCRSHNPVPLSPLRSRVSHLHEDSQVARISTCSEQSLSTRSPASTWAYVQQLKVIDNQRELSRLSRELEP
IL-2 act = activates IL-2 in a cell-based reporter assay | 0.065% of 360,000 active | IL-2 activation reporter assay, cell-based qHTS; stimulated with anti-CD3/CD4/CD28 beads; in transgenic mouse T cells | AID 652025 | activation, % (series mostly up to about 46 µM); in the data active = activation above about 50%; inconclusive = mostly about 30% to 49%; note: 0% is about no effect
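Using fluorescent plate cytometry, EGFP and DsRed are detected in transgenic mouse T cells stimulated 18 h at 37 degrees C with antibody-coated beads after 60 min compound pretreatment.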
EPAC2 ag = activates human EPAC2 exchange factor; Potency, µM (top dose mostly 154 µM), without a hit: at the top dose activation, usual class: activators; Q8WZA2; 0.079% of 360,000 active; AID 720711; EPAC2 activation, biochemical qHTS; response scale: 100% = 6.5 mM cAMP response; note: potency is the fitted concentration of half-maximal effect; nearly all actives have a fitted effect of over 50% in size
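In this primary screen, activation is scored as increased exchange of BODIPY-GDP from Rap1B by 100 nM EPAC2, with 50 uM GDP as competitor. Signal is normalized to the 6.5 mM cAMP agonist control.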
PLK1 PBD inh = blocks phosphopeptide binding to human PLK1 polo-box domain | Potency, µM, inactives show max response, negative = inhibition, hits mostly inhibitors | P53350 | Plk1 PBD binding of FITC phosphopeptide, fluorescence polarization | AID 720504 | 2.8% of 360,000 active; note: potency is the fitted concentration of half-maximal effect; series mostly up to about 57 µM; % is set by controls: 0 for no effect and ±100 for the full control effect; nearly all actives have a fitted effect of over 65% in size
WRN inhibitor = blocks human WRN helicase; Potency, µM (titrated, usually from 114 µM), for inactives: top-dose activity change, negative = inhibition, hits mostly inhibitors; WRN helicase unwinding, fluorescent forked duplex, kinetic; 0.46% of 360,000 active; Q14191; note: potency is the fitted concentration of half-maximal effect; % is set by controls: 0 for no effect and ±100 for the full control effect; nearly all actives have a fitted effect of over 55% in size
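Primary qHTS, 1536-well format. 20 nM WRN + compound, 15 min RT; start with 100 nM forked fluorophore/quencher duplex, 2 mM ATP (final); kinetic read ex 525/em 598 nm.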
EPAC1 agonist = agonists of human EPAC1; Potency, µM (series often up to 154 µM), for inactives: at the highest dose activation, hits mostly activators; O95398; EPAC1 agonist qHTS, biochemical assay; response scale: 100% = response to 6.5 mM cAMP; 0.073% of 360,000 active; note: potency is the fitted concentration of half-maximal effect; nearly all actives have a fitted effect of over 60% in size
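EPAC1 100 nM, Rap1B–BODIPY-GDP 250 nM, unlabeled GDP 50 uM; compound titration; 5 min RT; kinetic read ex480/em540 at 5-min intervals ×30 min; data normalized to 6.5 mM cAMP agonist control.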
PI5P4Ka inh = PI5P4K alpha (human) kinase inhibition; P48426; PI5P4Kalpha enzyme, ADP-Glo luminescence, 60 min; hits give low values; max response, %; 1.2% of 330,000 active; active = max response of -50% or lower; inconclusive = between -30% and -50%; inactive = -30% or higher; note: value at the top dose of about 77 µM; % is set by controls: 0 for no effect and ±100 for the full control effect
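PI5P4Kalpha ADP-Glo assay; 5 microM ATP final; 60 min RT reaction; HEPES pH 7.4/EGTA/CHAPS, 5% DMSO; controls lacking substrate or enzyme; luminescent end-point.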
Active calls of the source: *; ? = inconclusive; / = not tested or not shown; [ ] = dose if it differs, or a comment. Unless noted, calls come from the whole dose curve; as a rule, active = well fitted curve in the direction sought with a large enough effect; inconclusive = small, poorly fitted or top-dose-only effect, or another doubt; inactive = no such curve, though single readings can be large; an effect the other way counts as inactive or inconclusive.

Every second line gives: WRN inhibitor	EPAC1 antagonist	PLK1 PBD inh	EPAC1 agonist	IL-2 act	PI5P4Ka inh	EPAC2 ag	CCT chaperon mod
- COc1ccc(N(CC(=O)NCCSc2ccc(C)cc2)S(=O)(=O)c2ccccc2)c(OC)c1
  -6%	-21%	-4%	-12%	-1.0	0	21%	1.7
- Cc1ccc(C(=O)/C=C/C(=O)O)cc1
  ?	-13%	?	-5%	-2.2	3	6%	0.1
- COc1ccc(NS(=O)(=O)c2cc(NC(=O)C3CCCO3)ccc2N2CCCC2)cc1 (stereo not drawn)
  -6%	8%	-6%	4%	-1.4	3	7%	0.5
- CN(C)N1C(N)=C(C#N)C(c2ccc3c(c2)OCO3)C2=C1CC(C)(C)CC2=O (stereo not drawn)
  1%	4%	-1%	8%	0.3	4	-1%	1.5
- O=C(Nc1ccccn1)C1CCN(S(=O)(=O)c2ccc3ccccc3c2)CC1
  -3%	14%	4%	-2%	0.0	0	6%	-1.8
- Cc1ccnc(SCc2ccc([N+](=O)[O-])cc2)n1
  -10%[57.1 µM]	-9%	-1%	4%	2.1	7	4%	1.4
- CC(C)(C)OC(=O)N1CCC[C@H]1C(=O)N/N=C/c1ccc2nccnc2c1
  -25%	-9%	-1%	6%	5.6	2	6%	2.9
- Cn1c(-c2ccc(F)cc2)cnc1NCc1ccccc1F
  2%	10%	3%	-3%	0.1	-3	-1%	1.1
- S=C1NC[C@H](CC2CCCCC2)N1CCc1cccc2ccccc12
  0%	-9%	-11%	0%	-0.2	9	10%	-0.5
- C=CCN=C1S/C(=C\c2ccc(N(C)C)cc2)C(=O)N1CC=C
  -2%	22%	11%	0%	-0.7	14	19%	1.6
- Cc1ccc(S(=O)(=O)NC(Cc2ccc(Cl)cc2)C(=O)O)cc1 (stereo not drawn)
  2%	7%	-4%	-10%	-0.3	-8	7%	-5.3
- CCc1nc(SCC(=O)Nc2ccnc3ccccc23)n[nH]1
  -1%	-7%	-20%	8%	0.4	/	2%	-0.6
- CCOC(=O)CSc1nnc(-c2c[nH]c3ccccc23)o1
  2%	5%	-8%	5%	0.0	-1	6%	-1.6
- CCN(Cc1nc2cc(Cl)ccc2c(=O)[nH]1)C(=O)c1nn(C)c(=O)c2ccccc12
  -14%	13%	0%	-3%	-6.3	0	-12%	-0.5
- COc1ccc(S(=O)(=O)N2CCOCC2)cc1C(=O)N(C)CCOc1ccc(Cl)cc1
  5%	-28%	-8%	10%	-0.4	-2	9%	2.3
- O=C(N/N=C/c1ccc(O)c2ccccc12)c1cccnc1
  -13%[57.1 µM]	6%	-9%	2%	-0.3	?	12%	-0.4
- CC1(C)C2CCC(C2)C1(C)NC(=O)C[N+](C)(C)C (stereo not drawn)
  -2%	3%	6%	7%	-1.1	0	-3%	-0.1
- Cc1cccc(N2CCN(C(=O)C3COc4ccccc4O3)CC2)c1C (stereo not drawn)
  3%	-24%	-3%	6%	-0.8	0	8%	-0.4
- COc1ccccc1CNC(=O)CNC(=O)c1sc2ccccc2c1Cl
  0%	-9%	10%	-3%	-1.3	-2	0%	-2.8
- Cc1cccc(C)c1NC(=S)Nc1ccc(F)cc1
  -9%	-20%	-2%	-7%	1.8	1	7%	-4.3
- CC(=O)Oc1ccccc1C(=O)OCCN=C1NS(=O)(=O)c2ccccc21
  9%	-7%	4%	-2%	0.3	-2	-2%	-2.9
- Cc1cc(C(=O)CSc2nnc(N)s2)c(C)n1Cc1ccco1
  4%	9%	-14%	5%	-0.3	4	8%	-1.1
- COc1ccc(NC(=O)CSc2nnnn2-c2ccc(F)cc2)cc1
  -4%	-5%	-7%	5%	-0.3	2	12%	-1.6
- COCCCn1c(=O)c2sccc2n2c(CCCC(=O)NCC3CCCO3)nnc12 (stereo not drawn)
  1%	-17%	-18%	4%	-1.0	0	5%	-7.8
- COc1ccc(NC(=O)c2cc3ccccc3o2)cn1
  -1%	16%	1%	4%	-0.9	-3	3%	-0.2
- COc1ccccc1-n1c(SCC(=O)Nc2ccc(C)cc2)nc(O)cc1=O
  -2%[57.1 µM]	-17%	-13%	4%	-2.5	-1	6%	-1.4
- CC(C)=CCC/C(C)=C/C(=O)O
  6%	14%	-4%	1%	1.9	-1	3%	1.8
- O=C(O)c1cccc(NS(=O)(=O)c2cccc3cccnc23)c1
  1%	-8%	-7%	-4%	-1.3	-4	7%	-4.4
- COC(=O)c1cccc(N(C(=O)c2cnccn2)C(C(=O)NCc2ccccc2)c2ccco2)c1 (stereo not drawn)
  -6%[57.1 µM]	4%	2%	2%	-2.5	/	11%	-1.2
- CCC(=O)c1ccc(OC(=O)/C=C/c2cc(OC)c(OC)c(OC)c2)cc1
  6%	8%	2%	-7%	-0.1	11	0%	-0.3
- CS(=O)(=O)c1ccc(C(=O)NCC(c2ccco2)N2CCCCC2)cc1 (stereo not drawn)
  -1%	-14%	0%	9%	0.8	3	15%	-2.4
- O=C(CSc1ccc(-c2ccc(Br)cc2)nn1)NC1CCCC1
  -13%	1%	-1%	6%	-0.9	2	8%	1.3
- CCn1cc(/C=C(\NC(=O)c2ccccc2F)C(=O)N2CCN(C)CC2)c2ccccc21
  11%	12%	-1%	5%	0.5	5	10%	-0.6
- COc1ccc2c(C)cc(=O)[nH]c2c1
  -11%	13%	-10%	4%	-4.8	-2	10%	1.8
- CCCCN(C(=O)c1cc(CC)c(C)s1)c1c(N)n(CC(C)C)c(=O)[nH]c1=O
  3%	7%	1%	0%	-1.7	-2	-13%	0.7
- O=C(OCC(=O)N1CCCC1)c1ccc(Cl)c([N+](=O)[O-])c1
  12%	7%	-8%	2%	0.5	0	6%	-1.3
- OC(COc1ccc(Cl)cc1Cl)Cn1ccnc1 (stereo not drawn)
  5%	1%	5%	4%	1.1	1	2%	-13
- COc1ccc(CCCc2nnc(SCC(=O)Nc3nccs3)n2C)cc1C
  1%	-5%	-11%	8%	-1.6	3	5%	-0.5
- CCOc1ccc(NC(=O)c2ccc(-c3csc(C)n3)cc2)cc1
  -24%	-18%	-4%	-1%	0.2	20	-2%	-2.4
- COc1cc(NC(=O)C2CC(c3ccccc3Cl)=NO2)cc(OC)c1OC (stereo not drawn)
  0%	-8%	8%	7%	-0.2	0	3%	-2.0
- CCCCC(=O)Nc1ccc(C(=O)Nc2ccc(S(=O)(=O)Nc3nccc(C)n3)cc2)cc1
  -4%[57.1 µM]	-8%	-3%	-10%	-3.7	-25	2%	0.9
- COc1ccccc1C(=O)NCC(=O)OCC(=O)c1cccc2ccccc12
  1%	?	2%	16%	-0.5	-6	19%	1.2
- COc1ccc(-n2c(SCC(=O)Nc3nc(C)cs3)nnc2-c2ccoc2C)cc1
  2%	4%	0%	0%	-1.3	0	-2%	-1.4
- O=C(Nc1ccccc1N1CCOCC1)c1ccc(Cl)c(S(=O)(=O)N2CCCC2)c1
  -9%	-26%	-4%	9%	-0.8	3	12%	0.9
- O=C(COC(=O)c1cccc(S(=O)(=O)N2CCOCC2)c1)Nc1ncc(C(F)(F)F)cc1Cl
  -10%	3%	-16%	-8%	0.6	-2	-1%	0.5
- N/C(=N\OC(=O)c1ccc(F)cc1)c1cccc([N+](=O)[O-])c1
  3%	-23%	-3%	0%	2.1	-4	2%	0.2
- Cc1ccc(OCC(=O)NCCS(=O)(=O)N2CCN(c3ccccc3)CC2)cc1
  3%	1%	2%	-5%	1.6	-1	-3%	4.2
- Cn1c(Cc2cccc3ccccc23)nnc1SCC(=O)N1CCN(c2cccc(Cl)c2)CC1
  7%	-27%	30µM*	3%	-0.7	4	9%	-2.0
- CC(C)c1ccc(N(CC(=O)NCc2ccc(F)cc2)C(=O)c2snc(C(N)=O)c2N)cc1
  1%[57.1 µM]	-15%	-5%	-17%	-0.4	0	-5%	-1.7
- COc1ccc(/C=N/NC(=O)C2c3ccccc3Oc3ccccc32)c(OC)c1
  -3%	6%	-1%	-5%	-2.0	2	-11%	2.1
- COc1ccc(C(c2sc3ncnn3c2O)N2CC(C)OC(C)C2)cc1OC (stereo not drawn)
  -4%	4%	-24%	6%	-3.0	1	19%	-1.3
- O=S(=O)(Cc1cc(Cl)nc(-c2ccccc2)n1)c1ccccc1
  -5%	-6%	-8%	27%	-1.3	/	15%	-2.7
- CS(=O)(=O)N1Cc2cc(C(=O)NCC3CC3)nc(-c3cccc(-c4cccnc4)c3)c2[C@@H]1CCO
  -7%	2%	-10%	5%	-0.2	2	5%	1.7
- COc1ccc(C(=O)Nc2cccc([N+](=O)[O-])c2)cc1Br
  -6%	-9%	-9%	-8%	-0.9	3	-1%	-2.7
- O=C(COc1cccc([N+](=O)[O-])c1)N/N=C/c1ccco1
  3%[11.6 µM]	10%	-18%	-5%	-1.8	?	6%	-4.1
- CC(=O)Nc1ccc(C(=O)OCC(=O)NC(=O)NC2CCCCC2)cc1
  1%	5%	-6%	0%	0.7	0	3%	-2.2
- CN(C(=O)Cc1c(C(=O)O)n(C)c2ccccc12)c1ccc(F)cc1
  -1%	7%	-9%	6%	-0.5	-2	15%	1.4
- Cc1nn(CC(=O)NCC(C)c2ccccc2)c(=O)c2cc3occc3n12 (stereo not drawn)
  -2%	-1%	-4%	-11%	3.5	2	1%	-3.0
- CSc1ccc(CNC(=O)c2c(C)noc2C)s1
  1%	-1%	1%	-1%	-0.1	-2	14%	-2.4
- C(=N\Nc1ccccn1)/c1ccc2c(c1)OCCO2
  2%	-6%	-23%	6%	3.0	-9	3%	-1.2

(list continues)
Every second line gives: WRN inhibitor	EPAC1 antagonist	PLK1 PBD inh	EPAC1 agonist	IL-2 act	PI5P4Ka inh	EPAC2 ag	CCT chaperon mod
- Cc1ccc(OCC(=O)NCc2ccco2)c([N+](=O)[O-])n1
  -29%	-6%	-3%	1%	-2.7	-15	10%	-1.0
- Oc1c(CN2CCc3ccccc3C2)cc(Cl)c2cccnc12
  3%	9%	30µM*	-21%	-4.6	-15	12%	0.2
- COc1ccc(NC(=O)CSc2nccn2Cc2ccco2)c(OC)c1
  4%	-25%	-12%	-13%	-0.2	-9	3%	-0.3
- CC(C)NC(=O)c1ccc2c(=O)n(Cc3ccco3)c(=S)[nH]c2c1
  5%	-1%	-3%	-5%	0.5	-4	3%	-0.4

In another format: entries from further up
| Compound | WRN inhibitor | EPAC1 antagonist | PLK1 PBD inh | EPAC1 agonist | IL-2 act | PI5P4Ka inh | EPAC2 ag | CCT chaperon mod |
| --- | --- | --- | --- | --- | --- | --- | --- | --- |
| Oc1c(CN2CCc3ccccc3C2)cc(Cl)c2cccnc12 | 3% | 9% | 30µM* | -21% | -4.6 | -15 | 12% | 0.2 |
| COc1ccc(NC(=O)CSc2nccn2Cc2ccco2)c(OC)c1 | 4% | -25% | -12% | -13% | -0.2 | -9 | 3% | -0.3 |

Not all compounds are listed; the hit share may differ from the screen's.
